L3MBTL1 block: qHTS Assay for the Inhibitors of L3MBTL1. Lethal(3)malignant brain tumor-like protein 1 (Homo sapiens), Q9Y468. AlphaScreen L3MBTL1–H3K9me1 peptide binding. Potency, µM (top dose mostly 57.1 µM), for inactives: at the highest dose activity, negative = inhibition, actives largely listed as inhibitors. hit rate 0.66% among 230,000. AID 485360, 2010; further: nearly all actives have a fitted effect of over 60% in size
Target sequence (Q9Y468 whole entry, looked up): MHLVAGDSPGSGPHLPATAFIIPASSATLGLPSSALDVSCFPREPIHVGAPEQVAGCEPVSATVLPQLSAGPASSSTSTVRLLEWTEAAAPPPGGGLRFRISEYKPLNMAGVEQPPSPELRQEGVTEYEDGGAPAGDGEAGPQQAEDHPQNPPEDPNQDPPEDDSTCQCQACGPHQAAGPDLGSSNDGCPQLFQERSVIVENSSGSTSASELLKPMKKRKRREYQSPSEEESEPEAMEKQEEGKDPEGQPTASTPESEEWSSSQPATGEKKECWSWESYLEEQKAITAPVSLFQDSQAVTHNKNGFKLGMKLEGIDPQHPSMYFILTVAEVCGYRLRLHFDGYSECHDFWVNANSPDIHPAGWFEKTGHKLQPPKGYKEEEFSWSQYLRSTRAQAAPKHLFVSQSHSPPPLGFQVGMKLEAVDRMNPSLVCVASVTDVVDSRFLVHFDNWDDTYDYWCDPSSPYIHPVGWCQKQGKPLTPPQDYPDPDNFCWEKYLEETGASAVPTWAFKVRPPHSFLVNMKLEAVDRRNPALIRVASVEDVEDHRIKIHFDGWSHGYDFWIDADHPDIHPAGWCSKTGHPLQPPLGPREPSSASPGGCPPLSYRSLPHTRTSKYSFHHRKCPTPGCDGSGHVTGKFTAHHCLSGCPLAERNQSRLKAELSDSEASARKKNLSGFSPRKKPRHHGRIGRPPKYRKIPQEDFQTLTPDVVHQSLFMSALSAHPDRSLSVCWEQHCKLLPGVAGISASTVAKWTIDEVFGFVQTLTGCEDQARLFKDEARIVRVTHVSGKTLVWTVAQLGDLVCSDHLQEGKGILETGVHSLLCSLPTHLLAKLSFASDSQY
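Displacement of a biotinylated histone H3(1-15) peptide monomethylated at Lys9 (75 nM) from L3MBTL1 (50 nM) was measured by AlphaScreen after a 30 min room-temperature compound incubation; cefsulodin titration served as intraplate control.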
RGS12 GoLoco inh: qHTS Assay for Inhibitors of RGS12 GoLoco Motif Activity (Red Fluorophore) | Guanine nucleotide-binding protein G(i) subunit alpha-1 (Homo sapiens), P63096 | Gai1:RGS12 GoLoco peptide FP, rhodamine, 10 min | Potency, µM (highest dose often 61.6 µM), for the others: top-dose activity, negative = inhibition, actives largely listed as inhibitors | hit rate 0.44% among 230,000; active means well fitted inhibition curve with a large enough effect, not every such curve was filed as active; inactive means no such curve, though single readings can be large or run the other way; further: nearly all actives have a fitted effect of over 30% in size; many of its hits are not listed in these tables
aGlu spleen mod: qHTS Assay for Inhibitors and Activators of Human alpha-Glucosidase From Spleen Homogenate | human spleen homogenate, 4-MU-alpha-glucoside fluorescence | Potency, µM (series often up to 79.9 µM), without a hit: top-dose activity change, negative = inhibition, hits mostly inhibitors | hit rate 0.006% among 240,000 | AID 2112, 2009;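 further: 0% = enzyme with vehicle and -100% = no enzyme basal signal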
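Compounds were titrated against alpha-glucosidase in spleen homogenate at pH 5.0, with 1 mM 4-methylumbelliferyl substrate for 40 min at 37 C. Reactions were quenched with pH 10 NaOH/glycine and fluorescence measured.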
TRb-SRC2 inh: qHTS for Inhibitors of the Interaction of Thyroid Hormone Receptor and Steroid Receptor Coregulator 2 | TRbeta-SRC2 peptide binding, fluorescence polarization; receptor liganded with 1 µM T3 | Potency, µM (doses to about 106 µM), for the others: top-dose activity change, negative = inhibition, actives largely listed as inhibitors | hit rate 0.065% among 280,000;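 further: plate controls were bound peptide for no effect and peptide without receptor for full effect; nearly all actives have a fitted effect of over 50% in size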
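Each compound concentration gave % activity, normalized to unbound and bound Texas Red SRC2 controls, from polarization read after 5 hr ambient incubation with T3-loaded human TRb LBD.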
TR SRC2 fluor cs: Total Fluorescence Counterscreen for Inhibitors of the Interaction of Thyroid Hormone Receptor and Steroid Receptor Coregulator 2; TRb/SRC2 Texas Red total fluorescence interference; Potency, µM (doses to about 106 µM), without a hit: top-dose fluorescence change, negative = quenching; hit rate 0.29% among 280,000; active means well fitted curve in either direction with a large enough effect; inconclusive means small, poorly fitted or top-dose-only effect
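Flags fluorescent or light-absorbing compounds by total fluorescence, S + 2P, at 555 nm excitation and 632 nm emission. Mixture: 20 nM Texas Red SRC2 peptide, 0.6 uM human TRb LBD, 1 uM T3, 5% DMSO; compound exposure 5 h at ambient temperature.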
RECQ1 helicase: qHTS Assay for Inhibitors of RecQ-Like Dna Helicase 1 (RECQ1); ATP-dependent DNA helicase Q1 (Homo sapiens), P46063; RECQ1 DNA unwinding, red fluorescence kinetic read; Potency, µM (titrated, usually from 57.3 µM), for the others: top-dose activity, negative = inhibition, most hits filed as inhibitors; hit rate 0.54% among 240,000;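 further: plate controls were vehicle for no effect and no enzyme for full effect; nearly all actives have a fitted effect of over 30% in size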
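RECQ1T1 50 nM; forked duplex (20 bp + 30-nt ss tails) 200 nM, ATP 2 mM final; pH 8.0, 2 mM MgCl2, 2.5 ug/ml poly(dI-dC); 15 min compound preincubation; discontinuous kinetic read over 2 h at RT.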
GAA glycogen: qHTS Assay for Inhibitors and Activators of Human alpha-Glucosidase Cleavage of Glycogen | Lysosomal alpha-glucosidase (Homo sapiens), P10253 | Potency, µM (titrated, usually from 76.4 µM), inactives show top-dose activity change, negative = inhibition, hits mostly inhibitors | hit rate 0.38% among 300,000 | AID 2100, 2009 | recombinant GAA, glycogen substrate, Amplex Red glucose oxidase fluorescence;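 further: 0% = full enzyme reaction and -100% = no-enzyme basal signal; the screen sought inhibitors and activators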
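Recombinant human enzyme (4 nM); glycogen substrate; 37 C, 40 min, pH 5.0. Readout: coupled glucose oxidase/Amplex Red fluorescence.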
GAA inh: qHTS Assay for Inhibitors of Human alpha-Glucosidase as a Potential Chaperone Treatment of Pompe Disease. Lysosomal alpha-glucosidase (Homo sapiens), P10253. purified human GAA, 4-MU-alpha-glucoside fluorescence. Potency, µM (titrated, usually from 76.9 µM), for inactives: at the highest dose activity change, negative = inhibition, usual class: inhibitors. hit rate 0.005% among 200,000. AID 1466, 2008;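 further: plate controls were uninhibited enzyme wells for no effect and no-enzyme background for full effect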
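qHTS format, compound range up to 77 uM. Human lysosomal enzyme at 4 nM, 400 uM 4-MU glucoside substrate, pH 5.0, 20 min room temperature; fluorescence after alkaline stop gives activity normalized to controls.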
Active calls of the source: *; i = inactive; ? = inconclusive; . = no result given; [ ] = another dose, or the depositor's remark. Unless noted, the call rests on the fitted dose curve; in most records, active means well fitted curve in the direction sought with a large enough effect; inconclusive means small, poorly fitted or top-dose-only effect, or another doubt; inactive means no such curve, though single readings can be large; an effect the other way counts as inactive or inconclusive. Unless noted, on the % scale 0 is the no-effect control and ±100 the full control effect; potency means the concentration at half of the fitted maximal effect. An excerpt. The share of hits here may be higher or lower than overall.

SMILES | RECQ1 helicase | GAA glycogen | GAA inh | TRb-SRC2 inh | RGS12 GoLoco inh | aGlu spleen mod | TR SRC2 fluor cs | L3MBTL1 block
COc1ccc(CCNC(=O)C2CC(c3ccccc3C(F)(F)F)=NO2)cc1 (centres undefined) | -4.2% | 3.5% | . | -8.3% | -2.0% | 6.4% | -0.6% | .
CCOC(=O)C(/C(N)=N/C(=O)Nc1ccccc1)=C(\C)O | i | -0.9% | -11.5% | 9.6% | -2.7% | -1.1% | -0.6% | 0.5%
CCOc1ccccc1OCCn1nnc2ccccc21 | 0.1% | -1.4% | 2.0% | 16.4% | -0.4% | 6.3% | -0.4% | 43.3%[activator][11.4 µM]
COc1cccc(/C=C/C(=O)c2ccc[nH]2)c1 | i | -0.9% | -13.7% | -18.1% | -2.7% | -9.4% | -1.0% | .
C/C(CC(=O)Nc1cccc2c1CCCC2)=N\NC(=O)COc1ccccc1 | 6.0% | -15.9% | -10.3% | 0.5% | -2.4% | 0.4% | -0.2% | -8.8%
CC1CCC2CC1C2(C)C (centres undefined) | -0.8% | . | . | -1.0% | -1.2% | 9.3% | -0.9% | .
CCCOc1ccc(CSCCNC(=S)Nc2ccccc2)cc1 | -11.6% | -14.4% | -3.9% | 6.7% | 8.6% | -7.1% | -4.6% | -0.7%
Cc1ccc(-c2[nH]nc(N)c2N=Nc2cccc(Cl)c2C)cc1 | i | -8.6% | -10.6% | 2.7% | -8.7% | -8.1% | -1.9% | -13.5%
CCC(/C=N/NC(=O)CCCCC(=O)N/N=C/C(CC)CC)CC | -2.6% | -5.1% | 0.0% | -3.6% | -8.4% | 2.9% | 1.1% | 0.5%
O=C(Nc1ccc2c(c1)OCCO2)c1cc(-c2ccccn2)nc2ccc(Br)cc12 | i | 4.2% | 7.3% | -6.9% | 50.2%[activator] | -1.0% | -2.1% | -2.0%
Cc1ccc(S(=O)(=O)NCC(=O)NCC(=O)OCc2c(F)cccc2Cl)cc1 | -7.5% | 0.0% | -14.3% | -0.8% | 10.4% | -1.0% | 17.9% | -21.0%
C/C=C\C=C\C(=O)N1CC2(CC(c3cccc(NC(=O)CC(c4ccccc4)c4ccccc4)c3)=NO2)C[C@H]1C(N)=O (some centres undefined) | i | 1.5% | . | 13.1% | 10.3% | -15.2% | -1.1% | .
Cc1sc2ncnc(Nc3ccc(O)cc3)c2c1C | i | ? | -4.4%[15.4 µM] | -2.1% | 7.0% | 3.4% | -1.7% | 10.8%
COCCCNC(=O)c1cc(C(=O)Cc2ccccc2)c[nH]1 | -2.4% | 2.3% | -1.7% | 2.9% | 5.2% | . | -0.6% | 19.8%
CC(OC(=O)c1ccncc1)C(=O)Nc1cccc(Cl)c1 (centres undefined) | i | 15.7% | -5.7% | 0.5% | . | 0.6% | -6.2% | 3.7%

Five compounds picked at random from those above:
SMILES | RECQ1 helicase | GAA glycogen | GAA inh | TRb-SRC2 inh | RGS12 GoLoco inh | aGlu spleen mod | TR SRC2 fluor cs | L3MBTL1 block
COCCCNC(=O)c1cc(C(=O)Cc2ccccc2)c[nH]1 | -2.4% | 2.3% | -1.7% | 2.9% | 5.2% | . | -0.6% | 19.8%
Cc1sc2ncnc(Nc3ccc(O)cc3)c2c1C | i | ? | -4.4%[15.4 µM] | -2.1% | 7.0% | 3.4% | -1.7% | 10.8%
CCCOc1ccc(CSCCNC(=S)Nc2ccccc2)cc1 | -11.6% | -14.4% | -3.9% | 6.7% | 8.6% | -7.1% | -4.6% | -0.7%
C/C(CC(=O)Nc1cccc2c1CCCC2)=N\NC(=O)COc1ccccc1 | 6.0% | -15.9% | -10.3% | 0.5% | -2.4% | 0.4% | -0.2% | -8.8%
Cc1ccc(-c2[nH]nc(N)c2N=Nc2cccc(Cl)c2C)cc1 | i | -8.6% | -10.6% | 2.7% | -8.7% | -8.1% | -1.9% | -13.5%

(cont.)
SMILES | RECQ1 helicase | GAA glycogen | GAA inh | TRb-SRC2 inh | RGS12 GoLoco inh | aGlu spleen mod | TR SRC2 fluor cs | L3MBTL1 block
CCC(=O)c1ccc(OCC(O)CN2CCN(c3ccc(F)cc3)CC2)cc1 (centres undefined) | i | 2.6% | 8.7% | -1.3% | 1.8% | -14.4% | 1.9% | -3.6%
CC(=O)c1c(C)nc(-c2ccccc2)nc1N | 0.0% | 12.1% | 9.2% | 8.3% | -1.1% | 0.7% | -0.4% | -10.6%
CCOc1c2ccoc2nc2c(OC)c(OC)ccc12 | -17.7% | 10.6% | . | -8.0% | 1.7% | -1.0% | -0.7% | 12.7%
CNc1oc(Cc2ccccc2)nc1S(=O)(=O)c1ccc(Cl)cc1 | -1.4% | -2.6% | 0.0% | 7.6% | 3.0% | -1.9% | -3.4% | 2.0%
CCN1C(=O)N(CC)C(O)(c2ccccc2)C1(O)c1ccccc1 (centres undefined) | -4.1% | 0.5% | -0.2% | -3.5% | 0.0% | -21.3% | -4.4% | .
Cc1c(C(=O)N2CCCCCC2)nnn1-c1nonc1N | i | 4.2% | 1.0% | -0.5% | 15.0% | -5.3% | -6.1% | 14.2%
Cc1cc(Nc2nn(C)c(N)c2C#N)ccc1F | -10.2% | -17.9% | . | 8.0% | -1.5% | 4.6% | -1.7% | 5.1%
O=C(O)CCCC(=O)Nc1nncs1 | i | 5.5% | -3.2% | -4.2% | 1.8% | -5.5% | -0.9% | 6.4%
Nc1nonc1C(=O)N/N=C/c1ccc(Br)o1 | i | -5.8% | -1.1%[15.4 µM] | 6.2% | 4.8% | 6.2% | 0.6% | 14.7%
O=C(Cn1cncn1)NCCC(c1ccccc1)c1ccccc1 | -8.2% | 13.7% | -2.6% | -2.3% | 5.2% | 0.9% | 0.2% | 6.5%
COc1cccc([C@@H]2Oc3ccc(Br)cc3C[C@H]2OC(=O)Nc2ccc(C)c(Br)c2)c1 | -6.5% | . | . | -0.9% | 7.6% | 3.9% | -4.0% | .
COc1ccc(S(=O)(=O)Nc2c(C)c(C)cc3c2ncn3C)cc1 | -6.0% | 3.9% | -5.5% | 8.3% | 4.8% | 4.0% | -2.0% | -1.0%
Nc1[nH]n(-c2ccccc2)c(=O)c1N=Nc1ccccc1[N+](=O)[O-] | 1.4% | -5.2% | -5.6% | -5.2% | 0.0% | -2.9% | 2.6% | .
COc1ccc(C(=O)N2CCN(c3ncnc4c(-c5ccccc5)nsc34)CC2)cc1 | -8.2% | 6.6% | 1.7% | 2.4% | -2.7% | -7.3% | 0.4% | 4.1%
CNC(=O)CSCc1c(Cl)cccc1Cl | -3.8% | 3.2% | -3.1% | -14.0% | 5.9% | 2.8% | -2.7% | .
Brc1cc(Br)c(Oc2cc(Br)c(Br)cc2Br)cc1Br | -0.3% | . | . | -1.4% | 2.1% | 3.1% | -0.8% | -0.1%
O=C(Nc1ccc(F)cc1)c1ccccc1Oc1ccc(C(F)(F)F)cc1[N+](=O)[O-] | -18.5% | -10.3% | -0.4% | 4.3% | 4.7% | -5.3% | 0.1% | -11.4%
COCCn1c(-c2ccc(OC)cc2)nc2ccccc21 | -6.3% | -7.7% | ? | 9.8% | 8.0% | -5.8% | 1.1% | .
CCC(=O)N(CCC(Cc1ccccc1)c1ccc2c(c1)OCO2)Cc1ccccc1F (centres undefined) | -12.8% | -9.1% | 5.9% | -4.8% | 4.1% | -8.9% | 1.6% | 11.6%
CCOc1cc(C2C(C#N)=C(N)OC(C)=C2C(C)=O)cc(Br)c1O (centres undefined) | -4.4% | ? | -10.6% | -3.6% | 3.1% | -8.1% | -3.1% | -5.3%[11.4 µM]
COc1cccc(/C=N/NC(=O)CCn2cnc3ccccc32)c1 | -7.7% | 8.7% | . | 1.3% | -3.0% | 1.7% | -2.5% | 5.7%
O=C(Oc1cc(-c2ccccc2)no1)c1cccc(C(F)(F)F)c1 | i | -3.5% | -4.1% | -20.1% | 14.7% | -4.2% | 0.8% | .
CCOc1ccc(S(=O)(=O)N/N=C(\C)C2CCCCC2)cc1 | -15.2% | -0.9% | 9.3% | -4.3% | -9.9% | 0.2% | -6.4% | 4.4%
Cc1ccc(SCC(=O)Nc2nccs2)cc1 | 3.3% | 4.9% | -6.9%[15.4 µM] | 5.3% | 1.0% | -16.3% | -0.2% | 2.3%
O=C(O)C1CC(CCCP(=O)(O)O)CCN1 (centres undefined) | -8.4% | . | . | 0.7% | . | 2.7% | -2.0% | .
Cc1ccccc1NS(=O)(=O)c1ccc(OCC(=O)NCc2ccco2)cc1 | -1.9% | 3.4% | 2.0% | 5.0% | 0.8% | -14.2% | -3.1% | -1.5%
O=S(=O)(Nc1nccs1)c1ccc(F)cc1 | i | -2.4% | 13.9% | 5.4% | 6.1% | 1.1% | -5.5% | 4.9%
O=C(O)CSc1nnc(-c2ccco2)o1 | -4.1% | 8.8% | 0.1% | 1.5% | 7.6% | 1.6% | -0.3% | 8.8%
O=C(COc1ccccc1N1C(=O)C2C3C=CC(C3)C2C1=O)c1ccccc1 (centres undefined) | -1.0% | 7.3% | . | -2.4% | 1.0% | -19.7% | -4.0% | 0.1%
CCNc1cc2oc(=O)c(CN3CCOCC3)c(C)c2cc1C | -4.9% | -4.7% | ? | -10.2% | 1.9% | ? | -3.4% | 4.3%
Cc1cc(N2C(=O)C(O)=C(C(=O)c3ccc(C)o3)C2c2cccs2)no1 (centres undefined) | -7.4% | 0.5% | 2.6% | -17.3% | 17.3% | -11.0% | 1.8% | -4.5%
